HT1080NT lethal = kills 2HG-producing HT-1080-NT fibrosarcoma cells; HT-1080-NT fibrosarcoma viability, CellTiter-Glo ATP luminescence, 48 h; Potency, µM (doses to about 46.1 µM), without a hit: at the top dose activity, negative = less viability, most hits filed as cytotoxic; actives 1.6% (n = 360,000); AID 686970;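 further: NT is the 2HG producing partner of a matched IDH1 knockdown line; 0% = DMSO-treated cells and -100% = media-only wells without cells; nearly all actives have a fitted effect of over 55% in size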
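Fibrosarcoma NT cells, 750 per well in 5% FBS RPMI, were exposed to compound for 48 hours. Viability: CellTiter-Glo luminescence.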
GLP-1R agonist = GLP-1 receptor (human) agonism; P43220; HEK293 GLP-1R CRE-luciferase, luminescence, 4-6 h; cells express a hypersensitive GLP-1R form; Potency, µM (titrated, usually from 45.6 µM), for the others: at the top dose activation, actives largely listed as activators; actives 0.007% (n = 380,000); AID 624172; further: % of control where 0% means no effect
Target sequence (P43220 whole entry, looked up): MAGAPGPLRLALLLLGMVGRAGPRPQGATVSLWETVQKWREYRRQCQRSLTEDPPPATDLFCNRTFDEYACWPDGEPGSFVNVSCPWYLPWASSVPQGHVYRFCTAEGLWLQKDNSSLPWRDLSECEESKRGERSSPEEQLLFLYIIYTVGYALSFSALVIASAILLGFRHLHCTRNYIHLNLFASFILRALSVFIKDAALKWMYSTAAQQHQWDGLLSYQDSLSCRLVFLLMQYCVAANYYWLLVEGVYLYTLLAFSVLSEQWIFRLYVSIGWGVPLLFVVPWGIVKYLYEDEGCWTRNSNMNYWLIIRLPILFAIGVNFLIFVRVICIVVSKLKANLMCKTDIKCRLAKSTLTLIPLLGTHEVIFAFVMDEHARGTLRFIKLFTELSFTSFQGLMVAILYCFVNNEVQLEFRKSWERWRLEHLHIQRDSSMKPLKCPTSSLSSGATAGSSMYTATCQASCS
KB-3-1 cytotox = KB-3-1 parental cell cytotoxicity; actives 1.4% (n = 400,000); KB-3-1 viability, CellTiter-Glo ATP luminescence, 72 h; Potency, µM (highest dose often 46.1 µM), for inactives: top-dose activity change, negative = cytotoxic, hits mostly cytotoxic; further: on the % scale 0 is the no-effect control and ±100 the full control effect; nearly all actives have a fitted effect of over 60% in size
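KB-3-1 cells, DMEM (no phenol red) + 10% FBS; compound by pin transfer, 72 h, 37 °C. Readout: CellTiter-Glo luminescence after 10 min. Data normalized, curve-fitted.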
KB-V1 cytotox = kills drug-selected multidrug resistant KB-V1 cells | Potency, µM (top dose mostly 46.1 µM), for inactives: top-dose activity change, negative = cytotoxicity, actives largely listed as cytotoxic | KB-V1 MDR cells viability, CellTiter-Glo, 72 h | actives 3.4% (n = 400,000); further: on the % scale 0 is the no-effect control and ±100 the full control effect; nearly all actives have a fitted effect of over 60% in size
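KB-V1 MDR subline cells in DMEM (phenol-red free, 10% FBS) exposed to compounds in qHTS concentration series for 72 h at 37 degrees C. Viability read by CellTiter-Glo luminescence; concentration-effect curves fitted after normalization and correction.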
GLP-1R inv ag = acts as inverse agonist at human GLP-1 receptor; AID 624417; HEK293 GLP-1R CRE-luciferase, luminescence, 24 h; GLP-1R form is constitutively active; P43220; Potency, µM (top dose mostly 38.3 µM), without a hit: top-dose activity change, negative = inhibition, hits mostly inhibitors; actives 1.6% (n = 410,000); further: on the % scale 0 is the no-effect control and ±100 the full control effect; nearly all actives have a fitted effect of over 55% in size
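Cells are plated, allowed 12 hours at 37 deg C, then treated with compounds for 24 hr before luciferase detection reagent is added and luminescence is read after 12 min at room temperature. The HEK293 line carries constitutively active GLP-1R with a cAMP-responsive reporter.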
HEK293 tox = cytotoxicity in counter-screen for GLP-1R inverse agonists; HEK293 cAMP-luciferase reporter cells, luminescence, 24 h; Potency, µM (doses to about 38.3 µM), inactives show at the top dose activity change, negative = inhibition, most hits filed as inhibitors; actives 0.13% (n = 410,000); AID 624418;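 further: loss of luciferase light is scored as toxicity; on the % scale 0 is the no-effect control and ±100 the full control effect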
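Quantitative HTS format, 1536 wells, 200 cells/uL seeded. Compounds: 23 nL, 24 h, 37 °C. Detection: luciferase reagent, luminescence at 12 min RT; decreased signal taken as cytotoxic.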
TDP-43 yeast inh = TDP-43 toxicity inhibition in yeast; TDP-43 expressing yeast growth rescue, BacTiter-Glo, 24 h; Potency, µM (doses to about 46.1 µM), for the others: top-dose growth rescue (activation), usual class: activators; actives 1.8% (n = 410,000); AID 652104; further: % of control where 0% means no effect; nearly all actives have a fitted effect of over 50% in size
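Readout is BacTiter-Glo luminescence of cell growth, so inhibitors register as activators. TDP-43-expressing yeast at OD600=0.02 in galactose medium, after raffinose pregrowth to mid-log, were incubated with compound for 24 hr at 30 deg C.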
SW480 rerep = inducers of DNA re-replication in SW480 colon cancer cells. SW480 DNA re-replication, Hoechst DNA content imaging, 48 h. Potency, µM (titrated, usually from 46.1 µM), without a hit: at the highest dose re-replication activation, usual class: activators. actives 1.8% (n = 340,000); further: % of control where 0% means no effect; nearly all actives have a fitted effect of over 55% in size
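Compounds, transferred as 23 nL by pin tool, were incubated with cells for 48 hr; DNA content per nucleus was then quantified by Hoechst staining and fluorescence plate imaging.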
HT1080 IDH1KD tx = toxicity to HT-1080 IDH1 knockdown cells (counter line). actives 2% (n = 360,000). Potency, µM (highest dose often 46.1 µM), for the others: at the top dose activity, negative = toxicity, actives largely listed as cytotoxic. HT-1080 IDH1 knockdown viability, ATP luminescence, 48 h;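 further: 0% = DMSO wells and -100% = cell-free medium wells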
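In this qHTS, HT-1080 cells depleted of IDH1 are exposed for 48 h at 37 °C to compound titrations. Toxicity is scored from CellTiter-Glo luminescence, with DMSO as full viability and medium alone as none.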
Starred values were filed as active, the others as inactive; ? = inconclusive; . = not tested or not shown; [ ] = remark or other dose. The call rests on the fitted dose curve; in most records, active means well fitted curve in the direction sought with a large enough effect; inconclusive means small, poorly fitted or top-dose-only effect, or another doubt; inactive means no such curve, though single readings can be large; an effect the other way counts as inactive or inconclusive. Potency means the concentration at half of the fitted maximal effect.

canonical_smiles	HT1080NT lethal	GLP-1R agonist	KB-3-1 cytotox	KB-V1 cytotox	GLP-1R inv ag	HEK293 tox	TDP-43 yeast inh	SW480 rerep	HT1080 IDH1KD tx
CCOc1cc(C2C3=C(CCCC3=O)NC3=C2C(=O)CCC3)ccc1OCCO	0%	-8%	2%	0%	7%	5%	8%	-6%	0%
CCNC(=O)C1CC(=O)N(c2ccc(OCC)cc2)C1 (stereo not given)	0%	-1%	3%	3%	24%	-4%	4%	-2%	-1%
O=C(NC1CC1)c1cccc(S(=O)(=O)Nc2ccccc2F)c1	6%	-6%	7%	16%	-3%	5%	22%	4%	1%
COc1cc(CC(=O)O)c([N+](=O)[O-])cc1OC	12%	-1%	-4%	1%	-4%	0%	-1%	2%	14%
CCCn1c(=NC(=O)CCS(=O)(=O)c2ccccc2)sc2cc(S(N)(=O)=O)ccc21	-1%	15%	-8%	?	40%[activator]	10%	-24%	26%	-3%
CCOc1ccccc1NC(=O)c1ccc(NC(=O)c2ccco2)cc1	-8%	1%	-13%	0%	?	-8%	?	-9%	-6%
CSc1nncn1/N=C/c1ccccc1F	-10%	-7%	-2%	18%	31%[activator]	-4%	13%	-6%	-1%
COc1ccccc1/C=C/C=N/NC(=O)c1ccco1	-25%	14%	24%	1%	?	-19%	-10%[1.82 µM]	-6%	-18%
O=C(N/N=C/c1ccc(Cl)cc1)c1n[nH]c2c1CCCC2	0.41µM*	27%	4.6µM*	1.3µM*	?	0%	-4%	?	0.52µM*
CCOc1ccc(N(CC(=O)NC2CCCCC2)C(=O)CCC(=O)Nc2ccccn2)cc1	12%	-1%	-2%	?	-4%	0%	19%	-4%	18%
O=C(Nc1cccc(C(F)(F)F)c1)N1CCN(C(=O)Nc2cccc(C(F)(F)F)c2)CC1	-2%	-12%	-4%	4%	31%[activator]	-12%	-4%	-4%	-11%
CCOc1ccccc1-c1cc(C(=O)N/N=C/c2ccc3c(c2)OCO3)c2ccccc2n1	-7%	0%	?	-17%	14%	-4%	-3%	5%	-21%
O=C(NC12CC3CC(CC(C3)C1)C2)C1CCCN1C(=O)NC1CCCCC1 (stereo not given)	1%	-9%	8%	-1%	-18%	-7%	25%	-1%	8%
O=C(NCCc1nc(-c2ccccc2Cl)no1)c1ccccc1	6%	2%	0%	-25%	-26%	-6%	?	0%	9%
Cc1ccc(C(=O)NNC(=S)NCC2CCCO2)cc1[N+](=O)[O-] (stereo not given)	8%	-2%	.	.	9%	-6%	18%	2%	11%
Cc1cc(C(=O)N2CCN(c3cc(Cl)ccc3C)CC2)on1	19%	-1%	-9%	0%	?	-6%	?	-4%	9%
COC(=O)[C@@]12C[C@@H](CC(=O)N3CCN(C(=O)C4CC4)CC3)C(=O)N(CCc3ccc(OC)c(OC)c3)C1=CCC(C)(C)C2	7%	.	2%	-21%	-7%	-6%	23%	.	6%
C=CCN(CC=C)C(=S)NC(=O)c1ccc(OC)c(Br)c1	?	-2%	?	?	-12%	2%	?	13%	3.2µM*
CSc1ccc(C=NNc2ccc(S(=O)(=O)Nc3ccccc3C(=O)O)cc2[N+](=O)[O-])cc1	-15%	-9%	0%	0%	14%	-1%	?	0%	-11%
CCOc1ccccc1N1CCN(C(=O)c2cc3ccccc3cc2OC)CC1	?	14%	3.7µM*	16µM*	?	?	14µM*	15µM*	5.2µM*
CCC(=O)N1CCC1(C)C(=O)NCc1ccc(SC)cc1 (stereo not given)	13%	4%	0%	20%	-3%	1%	6%	.	?
CCCCn1c(-c2cccc(C)c2)nc2cc3[nH]c(=O)c(C(C)C)nc3cc21	-5%	-4%	-4%	-6%	?	-27%	7%	6%	?
COCCOc1ccc(C(F)(F)F)cc1NC(=O)COC(=O)C1=COCCO1	-3%	6%	-1%	-5%	32%[activator]	2%	7%	-6%	-12%
NC(=O)c1cc(N2C(=O)C3CC=CCC3C2=O)ccc1N1CCCCC1 (stereo not given)	-5%	1%	-1%	-9%	51%[activator]	1%	1%	-3%	-6%
COc1ccccc1N1CCN(C(=O)c2sc3nc(-c4ccc(F)cc4)cn3c2C)CC1	-15%	2%	?	-4%	?	-20%	11µM*	-5%	-13%

The list goes on.
canonical_smiles	HT1080NT lethal	GLP-1R agonist	KB-3-1 cytotox	KB-V1 cytotox	GLP-1R inv ag	HEK293 tox	TDP-43 yeast inh	SW480 rerep	HT1080 IDH1KD tx
Cn1nc(C(F)(F)F)cc1C(=O)Nc1ccc(-c2ccno2)cc1	-7%	-1%	3%	-17%	?	-5%	?	-8%	-28%
CCC1C(=O)N(C)CCc2ccccc21 (stereo not given)	-2%	9%	-7%	-1%	2%	7%	-11%	?	-3%
O=C(N/N=C/c1cc2c(cc1Cl)OCO2)c1ccc2c(c1)OCCO2	-3%	17%	-3%	0%	-7%	-18%	3%	?	8%
Cc1ccc(C(=O)NC2CC3CCCC(C2)N3C(=S)NCc2ccco2)cc1 (stereo not given)	-7%	0%	-12%	-15%	?	-6%	-19%	-14%	-3%
O=C(CSc1nnc(-c2ccco2)n1CC1CCCO1)NC1CCCC1 (stereo not given)	-2%	0%	-1%	-19%	0%	-7%	5%	1%	0%
COc1ccc(-c2cc(NC=O)c3ncc(-c4ccc(OC)c(OC)c4)n3c2)cc1	1µM*	?	1.6µM*	3.7µM*	?	?	?	.	0.58µM*
COc1cc(/C=N/NC(=O)c2cccc(S(=O)(=O)N3CCCC3)c2)cc(OC)c1O	-2%	-1%	2%	5%	-8%	5%	23%	0%	2%
O=C(CCC1CCCCC1)N1CCN(Cc2ccc3c(c2)OCO3)CC1	-15%	1%	?	23µM*	-11%	-9%	3%	-1%	-10%
C/C(=N\O)C(C)NC(=O)c1ccccc1 (stereo not given)	-4%	2%	4%	3%	27%	7%	-14%	1%	0%
Cc1cc(Cl)ccc1C(=O)C1CCCN(C(=O)c2cc(C(C)C)no2)C1 (stereo not given)	3%	-5%	-17%	-10%	-25%	14%	-7%	13%	-6%
O=C(Nc1ccc(F)c(Cl)c1)C1CCN(S(=O)(=O)c2ccc3c(c2)CCCN3C(=O)C2CCC2)CC1	.	.	?	?	?	0%	9%	.	.
CCOc1ccc(NC(=O)CN2C(=O)NC(C)(c3ccc(OC(F)F)cc3)C2=O)cc1 (stereo not given)	?	10%	?	-14%	6%	0%	-7%	?	18µM*
CN(C)c1nccc(Nc2ccccc2)c1C#N	11%	19%	26%	-26%	14%	5%	3%	-10%	12%[9.24 µM]
Cn1c(=O)[nH]c(=O)c2c1nc(SCCO)n2CCCc1ccccc1	-1%	?	-5%	?	61%[activator]	1%	14%	-17%	-2%
CSc1nc(N)nc(SCC(=O)C23CC4CC(CC(C4)C2)C3)c1C#N	?	1%	?	?	-2%	5%	-11%	?	?
CC(C)(C)NC(=O)C1CCC(C)(C(=O)O)C1(C)C (stereo not given)	2%	0%	3%	1%	11%	3%	13%	-1%	12%
O=C(CSC1=NCCS1)N1N=C(c2cccs2)CC1c1ccc(F)cc1 (stereo not given)	1%	13%	0%	?	?	-18%	?	.	0%
COc1ccc(NC(=O)Cn2ncc3c(C)n(Cc4cccc(Cl)c4)c(C)c3c2=O)cc1	.	.	8%	3%	11%	4%	0%	.	.
O=C(CCNS(=O)(=O)c1ccc2[nH]c(=O)oc2c1)NCc1ccccc1	10%	0%	22%	26%	-2%	5%	-8%	-33%	10%
COc1cccc(C(=O)N2CCN(C(=O)Cc3ccccc3)CC2)c1	5%	9%	-2%	10%	9%	-5%	-8%	-2%	1%
CCOC(=O)c1sc(NC(=O)Cc2ccc(C)cc2)nc1C	19%	12%	1%	16%	-5%	-2%	12%	1%	7%
Cc1[nH]c(=O)n(C(C)C)c(=O)c1Br	-1%	2%	2%	-8%	28%	12%	-28%	-7%	-4%
COc1cccc(C(=O)Nc2cccc(-c3nnc(-c4ccccc4)o3)c2)c1	-2%	-6%	-1%	?	1%	-4%	7%	16%	-9%
O=C1CCCc2cc(S(=O)(=O)NCC3CCC(C(=O)Nc4ccccc4F)CC3)ccc2N1 (stereo not given)	.	.	-5%	13%	4%	-6%	-1%	.	.
O=C(CNC(=O)c1cc(S(=O)(=O)N2CCOCC2)ccc1N1CCCC1)Nc1ccc(F)c(F)c1	-1%	2%	3%	-5%	-11%	3%	-10%	-6%	-5%

(list continues)
canonical_smiles	HT1080NT lethal	GLP-1R agonist	KB-3-1 cytotox	KB-V1 cytotox	GLP-1R inv ag	HEK293 tox	TDP-43 yeast inh	SW480 rerep	HT1080 IDH1KD tx
CN(C)CCNc1oc(COc2ccc(-c3ccccc3)cc2)nc1C#N	?	-19%	-12%	-3%	0%	-11%	-31%[inhibitor]	3%	?
Cc1noc(C)c1C(=O)Nc1nc(-c2ccc([N+](=O)[O-])cc2)cs1	-19%	5%	.	.	2%	-10%	12%	-10%	-15%
Cc1ccc([C@H]2C[C@H](n3cc(-c4ccc(F)cc4)nn3)[C@@H](O)CN2C(=O)c2cccs2)cc1	12%	4%	12%	5%	?	-17%	?	.	11%
OC[C@@H]1CN(Cc2ccc(Cl)cc2)C[C@H](n2cnc3c(N4CCCC4)ncnc32)O1	-6%	5%	0%	-6%	17%	-10%	-3%	.	16%

An excerpt from above, showing only GLP-1R inv ag.
SMILES | GLP-1R inv ag
C/C(=N\O)C(C)NC(=O)c1ccccc1 (stereo not given) | 27%
Cc1cc(Cl)ccc1C(=O)C1CCCN(C(=O)c2cc(C(C)C)no2)C1 (stereo not given) | -25%
O=C(Nc1ccc(F)c(Cl)c1)C1CCN(S(=O)(=O)c2ccc3c(c2)CCCN3C(=O)C2CCC2)CC1 | ?
CCOc1ccc(NC(=O)CN2C(=O)NC(C)(c3ccc(OC(F)F)cc3)C2=O)cc1 (stereo not given) | 6%
